Screens: PubChem BioAssay, National Center for Advancing Translational Sciences (NCATS)
aGal spleen mod = inhibitors or activators of human alpha-galactosidase in spleen homogenate; Potency, µM (series often up to 80 µM), for inactives: top-dose activity change, negative = inhibition, most hits filed as inhibitors; human spleen homogenate, 4MU-alpha-Gal fluorescence, 40 min; 240,000 compounds, 0.008% hits;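 note: 0% = enzyme with vehicle and -100% = no enzyme basal signal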
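Inhibition or activation of alpha-galactosidase in human spleen homogenate is scored by 4-MU fluorescence after 40 min at 37C, pH 5.0, with 1 mM substrate. AC50s come from concentration-response fitted to the Hill equation.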
Tau fibril FP = blocks human tau fibril formation measured by polarization | P10636 | K18 P301L tau heparin fibrillization, Alexa594 FP, 6 h | Potency, µM (titrated, usually from 57.7 µM), for the others: at the top dose activity, negative = inhibition, most hits filed as inhibitors | 280,000 compounds, 0.39% hits | AID 1468; note: nearly all actives have a fitted effect of over 55% in size
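Heparin (20 uM) drove fibril formation of recombinant tau K18 P301L, 15 uM unlabeled with 0.24 uM Alexa 594 label, for 6 hr at 37 C in 100 mM sodium acetate pH 7. Fluorescence polarization (555/632 nm) read 1 hr after 30 uM ThT.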
Tau fluor counter = counter-screen for tau fibril formation inhibitors | tau K18 P301L Alexa594 fluorescence, heparin fibrillization | Potency, µM (series often up to 57.7 µM), for the others: at the highest dose activity change, negative = decrease | 280,000 compounds, 0.93% hits | AID 1463; note: nearly all actives have a fitted effect of over 55% in size
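Human K18 P301L tau (15 uM unlabeled plus 0.24 uM Alexa 594-labeled, final) in 100 mM sodium acetate pH 7 was mixed with compound and 20 uM heparin and incubated 6 hr at 37 C.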
L3MBTL1 inh = inhibitors of human L3MBTL1; Q9Y468; AlphaScreen L3MBTL1–H3K9me1 peptide binding; Potency, µM (top dose mostly 57.1 µM), inactives show at the highest dose activity, negative = inhibition, most hits filed as inhibitors; 230,000 compounds, 0.66% hits; AID 485360; note: nearly all actives have a fitted effect of over 60% in size
Target sequence (Q9Y468 whole entry, looked up): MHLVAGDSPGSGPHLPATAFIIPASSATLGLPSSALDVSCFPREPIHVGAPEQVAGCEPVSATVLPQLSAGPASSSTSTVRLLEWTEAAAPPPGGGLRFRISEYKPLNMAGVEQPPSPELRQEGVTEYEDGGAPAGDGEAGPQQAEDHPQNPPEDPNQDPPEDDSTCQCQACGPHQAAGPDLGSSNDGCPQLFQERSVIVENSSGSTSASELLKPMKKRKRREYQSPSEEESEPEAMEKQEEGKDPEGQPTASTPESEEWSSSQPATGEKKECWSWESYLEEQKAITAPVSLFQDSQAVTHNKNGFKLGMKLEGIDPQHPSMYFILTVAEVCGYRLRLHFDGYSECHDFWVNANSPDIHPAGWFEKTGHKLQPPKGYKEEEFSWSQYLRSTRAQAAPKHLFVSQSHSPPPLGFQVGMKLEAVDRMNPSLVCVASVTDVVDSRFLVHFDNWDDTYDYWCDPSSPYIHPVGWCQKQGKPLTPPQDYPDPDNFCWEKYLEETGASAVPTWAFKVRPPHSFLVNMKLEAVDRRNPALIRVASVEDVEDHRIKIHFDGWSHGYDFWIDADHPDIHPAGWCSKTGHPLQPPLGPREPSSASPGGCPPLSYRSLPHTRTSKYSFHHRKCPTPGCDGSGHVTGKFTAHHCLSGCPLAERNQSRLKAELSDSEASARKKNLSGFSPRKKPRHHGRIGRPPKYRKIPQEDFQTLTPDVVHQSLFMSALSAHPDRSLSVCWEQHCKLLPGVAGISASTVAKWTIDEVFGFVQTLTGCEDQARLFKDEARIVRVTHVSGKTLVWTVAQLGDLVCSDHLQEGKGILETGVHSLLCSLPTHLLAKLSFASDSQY
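AlphaScreen proximity signal between nickel-chelate acceptor and streptavidin donor beads (final 10 ug/mL) reports binding of 50 nM L3MBTL1 to 75 nM biotin-H3 K9me1 peptide; complex incubated with compounds 30 min at room temperature; cefsulodin titration as control.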
Tau fibril ThT = blocks human tau fibril formation measured by thioflavin T; Potency, µM (series often up to 57.4 µM), without a hit: top-dose activity, negative = inhibition, most hits filed as inhibitors; 270,000 compounds, 2.1% hits; P10636; recombinant tau K18 P301L (four-repeat tau fragment), heparin-induced fibrillization, ThT fluorescence; note: nearly all actives have a fitted effect of over 55% in size
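In this qHTS, human K18 P301L tau is incubated with compound and heparin for 6 hr at 37 C, and Thioflavin T fluorescence then reports fibril load.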
TexasRed fluor = Texas Red fluorescence interference in TRb-SRC2 counter-screen | TRb/SRC2 Texas Red total fluorescence interference | 280,000 compounds, 0.29% hits | AID 1479 | Potency, µM (top dose mostly 106 µM), for the others: top-dose fluorescence change, negative = quenching; active = well fitted curve in either direction with a large enough effect; inconclusive = small, poorly fitted or top-dose-only effect
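Human TRb ligand-binding domain at 0.6 uM with 20 nM Texas Red SRC2 peptide in Tris buffer containing 1 uM T3 and 5% DMSO, incubated with compound 5 h at ambient temperature. Total fluorescence (555/632 nm) calculated as parallel + 2 × perpendicular.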
ALDH1A1 inh = blocks purified human ALDH1A1 activity | P00352 | Purified ALDH1A1, NADH fluorescence, propionaldehyde substrate | Potency, µM (top dose mostly 75.3 µM), without a hit: at the top dose activity, negative = inhibition, usual class: inhibitors | 220,000 compounds, 7.3% hits | AID 1030; active = well fitted inhibition curve with a large enough effect, not every such curve was filed as active; inconclusive = small, poorly fitted or top-dose-only effect, or another doubt; inactive = no such curve, though single readings can be large or run the other way;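 note: plate controls were no enzyme wells and a reference inhibitor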
TRb-SRC2 inh = disrupts binding of human TR beta to SRC2. P10828. TRbeta-SRC2 peptide binding, fluorescence polarization; receptor liganded with 1 µM T3. Potency, µM (doses to about 106 µM), inactives show top-dose activity change, negative = inhibition, most hits filed as inhibitors. 280,000 compounds, 0.065% hits;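 note: plate controls were bound peptide for no effect and peptide without receptor for full effect; nearly all actives have a fitted effect of over 50% in size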
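Binding of a 20-amino-acid Texas Red SRC2 peptide (20 nM) to TRb ligand-binding domain (0.6 uM) with agonist T3 at 1 uM was followed by fluorescence polarization after a 5 hr room-temperature incubation.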
An asterisk follows results filed as active; ? = inconclusive; . = no result given; [ ] = another dose, or the depositor's remark. Unless noted, calls come from the whole dose curve; as a rule, active = well fitted curve in the direction sought with a large enough effect; inconclusive = small, poorly fitted or top-dose-only effect, or another doubt; inactive = no such curve, though single readings can be large; an effect the other way counts as inactive or inconclusive. Unless noted, % is set by controls: 0 for no effect and ±100 for the full control effect; potency is the fitted concentration of half-maximal effect.

SMILES	aGal spleen mod	Tau fibril FP	Tau fluor counter	L3MBTL1 inh	Tau fibril ThT	TexasRed fluor	ALDH1A1 inh	TRb-SRC2 inh
CN(C)c1ccc(C(CC(=O)O)C(=O)O)cc1 (stereo unspecified)	1%	-2%	-5%	?	-2%	1%	?	11%
O=C(Nc1ccccc1)NC1CCN(Cc2ccccc2)CC1	-9%	1%	0%	-3%	-4%	-2%	3%	-3%
CN(C)C(CNC(=O)c1oc2ccccc2c1CSc1ncn[nH]1)c1ccco1 (stereo unspecified)	-6%	0%	-16%	.	-10%	-5%	?	-6%
COCCNC(=O)c1c(CSc2ccc(F)cc2)noc1C(=O)NCc1ccccc1	2%	-8%	-16%	14%	-1%	-1%	-5%	-10%
CCOC(=O)N1CCN(c2cc(=O)n(C3CCCCC3)c(=O)[nH]2)CC1	4%	-1%	-3%	1%	-7%	0%	?	7%
O=C(Nc1nn(Cc2ccccc2F)cc1Br)c1cccs1	3%	-2%	3%	.	1%	-1%	3%	-6%
COc1cccc(NC(=S)NCCCN2CCOCC2)c1	-11%	-5%	5%	4%	0%	2%	-8%	1%
Cc1nn(-c2ccccc2)c2c1C(c1ccncc1)C(C#N)=C(N)O2 (stereo unspecified)	13%	?	-25%	-1%	?	2%	14µM*	2%
O=C(Nc1ccccc1)C1CC(=O)n2c(nc3ccccc32)N1 (stereo unspecified)	7%	1%	5%	.	?	-3%	.	-6%
O=C(Oc1ccc([N+](=O)[O-])cc1)c1cc(-c2ccccc2)nc2ccccc12	-2%	-5%	-13%	2%	?	-1%	7%	-3%
CC1=C(C(=O)OC2CCCCC2)C(c2cccnc2)n2nnnc2N1 (stereo unspecified)	9%	-5%	-6%	-11%	-1%	-2%	10%	-1%
CC1=NN(c2ccccc2)C(=O)/C1=C/C=C/C=C/N(C)C	-1%	-5%	-27%	.	16µM*	1%	-12%	4%
CCn1cc(C(=O)O)c(=O)c2cnc(N3CCCC3)nc21	17%	-10%	-4%	.	1%	0%	1%	4%
Cc1ccc2scc(N3CCCCC3)c(=O)c2c1	.	-3%	-10%	.	?	-15%	.	11%
Cc1ccc(SCc2[nH]nc3c2C2(CCSCC2)C(C#N)=C(N)O3)cc1	-10%	1%	-22%	-9%	-7%	-4%	10µM*	2%
Cc1nn(-c2ccccc2)c2c1C(c1ccco1)C(C#N)=C(N)O2 (stereo unspecified)	-5%	-7%	-25%	-30%	?	-10%	1µM*	-16%
CCOC(=O)N1CCN(c2c(-c3ccc(C(C)C)cc3)c(=O)c2=O)CC1	-1%	-2%	-11%	0%	-12%	0%	-13%	7%
CC1CCN(c2nn3c(=O)c(C(=O)NCCCOC(C)C)cnc3s2)CC1	.	6%	1%	.	8%	-1%	.	1%
CCn1c(=O)cc(SCC(=O)NCCc2cccc(C)c2)c2ccccc21	.	1%	-23%	.	?	?	.	-2%
COc1ccc(S(=O)(=O)n2nc(-c3ccco3)nc2NCc2ccc(C(C)C)cc2)cc1	.	-14%	-24%	.	-5%	8%	.	3%
CCn1c(C2CC(=O)N(c3cc(C)cc(C)c3)C2)nc2ccccc21 (stereo unspecified)	-1%	0%	7%	1%	-7%	-4%	5%	-3%
O=C(C1CCCN(S(=O)(=O)c2ccc(Br)s2)C1)N1CCN(c2ccccc2F)CC1 (stereo unspecified)	.	5%	-21%	.	-13%	-1%	.	7%
COc1ccc(OC)c(S(=O)(=O)Nc2cccc(C(C)=O)c2)c1	2%	1%	1%	24%[11.4 µM]	0%	4%	1%	4%
COc1ccc(COC(=O)C2=C(C)NC(=O)NC2c2ccc(O)c(OC)c2)cc1 (stereo unspecified)	4%	-7%	-11%	2%	-5%	-3%	4%	4%
O=P(c1ccccc1)(c1ccccc1)C1CCCO1 (stereo unspecified)	10%	-3%	5%	-5%	-7%	2%	12%	-17%
C[n+]1cccc(C(=O)NNC(=O)C23CC4CC(CC(C4)C2)C3)c1	-6%	-12%	-8%	.	-14%	-1%	-3%	8%
CCC(=O)c1cc(F)c(N2CCN(C(=O)c3ccco3)CC2)cc1C	1%	6%	-4%	-8%	?	1%	?	1%
CCN=C1SC(CC(=O)NCC)C(=O)N1CC (stereo unspecified)	-7%	-5%	-4%	.	-5%	-6%	4%	-4%
COc1ccccc1-c1noc(CCCC(=O)NCc2ccco2)n1	.	-13%	-7%	.	-4%	9%	.	5%
O=C1c2ccccc2C(=O)N1CN(C(=O)COc1ccccc1)c1ccccc1	0%	-8%	-8%	-6%	-2%	-2%	?	-6%
Cn1cccc1Cc1nnc(SCC(=O)N2CCCCCC2)n1-c1ccc(F)cc1	-2%	6%	-4%	.	-10%	-1%	?	-7%
COc1cc(C2c3c(-c4c(C)cc(C)cc4O)n[nH]c3C(=O)N2CCCOC(C)C)cc(OC)c1OC (stereo unspecified)	.	-7%	-11%	.	-5%	1%	.	0%
O=C(NC(=S)Nc1ccc(N2CCOCC2)cc1)c1cccc([N+](=O)[O-])c1	-5%	-3%	1%	0%	?	0%	6%	-4%
Clc1ccccc1OCCN1CCCCC1	1%	-4%	-6%	-9%	-9%	2%	-7%	0%
CCc1nnc(SC(CC)C(=O)Nc2ccc(OC)c(Cl)c2)c2cc3occc3n12 (stereo unspecified)	.	7%	-7%	.	-3%	-3%	.	-4%
Cc1occc1C(=O)NC1CCCCCC1	?	3%	7%	-4%	-4%	-2%	6%	-7%
Cc1cc(C(=O)N/N=C/c2cccnc2)n[nH]1	2%	-10%	-9%	-3%	-3%	-2%	.	-3%
CC(C(=O)O)c1ccc2c(c1)[nH]c1ccc(Cl)cc12 (stereo unspecified)	4%	-11%	-16%	.	?	0%	-15%	-6%
Cc1ccc(NC(=O)CSc2nc3c(c(=O)[nH]2)CN(Cc2ccccc2)CC3)cc1Cl	.	8%	-9%	.	-8%	-1%	.	6%
COc1ccc(S(=O)(=O)NCC(c2ccco2)N2CCN(c3ccccc3F)CC2)cc1C (stereo unspecified)	.	-3%	-20%	.	-14%	1%	.	0%
O=C(NCCCO)/C(=C\c1ccco1)NC(=O)c1ccc(Br)o1	-1%	-6%	-3%	-4%	?	-1%	?	-1%
COc1ccc(-c2cc(-c3ccc(O)cc3)nc(N)c2C#N)cc1OC	-4%	4%	-7%	4%	-2%	5%	?	-4%
Cc1ccc(C)c(NC(=O)CN(Cc2ccccc2)S(=O)(=O)c2ccc3nc(C)sc3c2)c1	.	2%	-16%	.	-8%	-4%	.	-3%
O=[N+]([O-])c1ccc(N2CCN(S(=O)(=O)c3ccc(Cl)cc3)CC2)cc1NCC1CCCO1 (stereo unspecified)	2%	1%	-23%	6%	-13%	-10%	0%	0%
N#Cc1ccccc1OCC(=O)N1CCN(c2ccccc2)CC1	.	-5%	-11%	.	-13%	7%	.	7%
CCOC(=O)N1CCN(CC(O)c2ccccc2)CC1 (stereo unspecified)	1%	-10%	-7%	8%	-8%	-5%	?	2%
C/C(Cc1ccccc1)=N\NC(=O)c1ccc(F)cc1	-4%	6%	-9%	45%[activator]	-9%	3%	?	-5%
CCOC(=O)c1cc(-c2ccc(N3CCOCC3)cc2)nn1-c1ccccc1	3%	12%	-10%	-9%	-17%	4%	0%	-1%
O=C(NC1CCSC1=O)c1ccc(Oc2ccc(F)cc2)nc1 (stereo unspecified)	-10%	11%	-3%	10%	-9%	7%	7%	-5%
CCN(CC)C(=O)CSc1ncnc2c(-c3cccs3)nsc12	7%	-1%	-9%	.	?	-2%	?	3%
CN(C)/C=N/c1ncnc2c1cnn2-c1ccc(C(F)(F)F)cn1	4%	8%	2%	3%	-5%	2%	3%	-13%
COc1ccc(CN2C(=O)C(NC(=O)c3cccc(C)c3)(C(F)(F)F)N=C2c2ccccc2)cc1 (stereo unspecified)	.	-8%	-19%	.	3%	-5%	.	-6%
CC(=O)N/C(=C\c1ccccc1)C(=O)OCC(=O)NC1CCCC1	-2%	-4%	-3%	4%	-5%	2%	1%	-5%
Cc1cc(N2C(=O)CCC2=O)ccc1NC(=O)c1cccs1	-6%	-1%	-5%	.	-10%	0%	11%	1%

An unsorted share of the library; any-hit rate near 8.5%.
